# PP1 counter: blocks human PP1-alpha phosphatase, a PP5 counter-screen. P62136. purified PP1alpha, OMFP fluorescence. inhibition, % at 6.7 µM. 320,000 tested, 0.9% active. AID 2235;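 active = inhibition above the mean inhibition of all tested compounds plus 3 SD, computed separately for each screening campaign, cut at about 15% in these data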
# Target sequence (P62136 whole entry, looked up): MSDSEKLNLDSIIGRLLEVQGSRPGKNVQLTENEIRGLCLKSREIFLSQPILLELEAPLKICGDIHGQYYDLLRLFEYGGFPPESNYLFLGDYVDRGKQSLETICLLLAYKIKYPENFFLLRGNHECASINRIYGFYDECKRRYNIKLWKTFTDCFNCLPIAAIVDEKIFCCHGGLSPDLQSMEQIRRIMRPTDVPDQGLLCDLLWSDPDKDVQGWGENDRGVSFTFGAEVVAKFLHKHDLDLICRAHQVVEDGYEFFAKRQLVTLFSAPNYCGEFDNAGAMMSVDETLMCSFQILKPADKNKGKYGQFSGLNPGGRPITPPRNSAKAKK
# procasp3 activ: procaspase-3 (human) activation; 330,000 tested, 0.11% active; P42574; recombinant procaspase-3 D3A, Ac-DEVD-pNA absorbance 405 nm; activation, % at 8.5 µM; AID 463141;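 active = activation above the mean of all tested compounds plus 3 SD, cut at about 21% in these data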;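 note: 0% = DMSO alone and 100% = DMSO wells spiked with extra 5 µM PC-3 D3A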
#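 Evaluation: percent activation relative to control range; Material: Procaspase-3 D3A mutant, all three cleavage aspartates alanine; Compound: single dose, 8.5 µM nominal compound, 0.8% DMSO; Replication: one well per compound; Signal: absorbance at 405 nm, 0 and 120 min; Schedule: 1 h preincubation plus 2 h reaction at 25 °C.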
# HCV core dimer: HCV core protein dimerization inhibition; TR-FRET GST/Flag-core106 dimerization, 1536-well; inhibition, % at 5 µM; 300,000 tested, 0.33% active; AID 1899;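 active = inhibition above the mean of all tested compounds plus 3 SD, set per screening campaign, cut at about 45% in these data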
#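 System – GST-tagged and Flag-tagged HCV core protein residues 1-106 · Repeats – one well for each compound · Technique – TR-FRET 671 and 617 nm emission · Doses – one concentration, 5 µM, in 0.5% DMSO · Times – 4 h, 22.5 °C incubation · Also added – Eu donor and XL665 acceptor anti-tag antibodies · Measure – percent inhibition of core106 dimerization signal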
# AHR activator: activators of human aryl hydrocarbon receptor. 320,000 tested, 2.5% active. P35869. activation, % at 5 µM. AHR-responsive luciferase reporter cells, luminescence; in the data active = activation above about 47%;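 note: 0% = vehicle wells and 100% = reference agonist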
# Fh CTSL1 inh: cathepsin L1 inhibition, PFM18AAP counter-screen | recombinant F. hepatica cathepsin L1, Z-Leu-Arg-MCA fluorescence | inhibition, % at 5.96 µM | 300,000 tested, 0.49% active | AID 1906;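 active = inhibition above the mean of all tested compounds plus 3 SD, set per screening campaign, cut at about 17% in these data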;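 note: 0% = plate median of test compound wells and 100% = 1 µM Z-Phe-Ala-diazomethylketone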
# PP5 primary: inhibitors of human protein phosphatase 5 (PP5). inhibition, % at 6.7 µM. purified PP5c, OMFP substrate fluorescence. AID 1987. P53041. 320,000 tested, 0.18% active;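 active = inhibition above the campaign's mean inhibition across all tested compounds plus 3 SD, cut at about 9.5% in these data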;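 note: 0% = DMSO only and 100% = 100 µM cantharidin control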
# Target sequence (P53041 whole entry, looked up): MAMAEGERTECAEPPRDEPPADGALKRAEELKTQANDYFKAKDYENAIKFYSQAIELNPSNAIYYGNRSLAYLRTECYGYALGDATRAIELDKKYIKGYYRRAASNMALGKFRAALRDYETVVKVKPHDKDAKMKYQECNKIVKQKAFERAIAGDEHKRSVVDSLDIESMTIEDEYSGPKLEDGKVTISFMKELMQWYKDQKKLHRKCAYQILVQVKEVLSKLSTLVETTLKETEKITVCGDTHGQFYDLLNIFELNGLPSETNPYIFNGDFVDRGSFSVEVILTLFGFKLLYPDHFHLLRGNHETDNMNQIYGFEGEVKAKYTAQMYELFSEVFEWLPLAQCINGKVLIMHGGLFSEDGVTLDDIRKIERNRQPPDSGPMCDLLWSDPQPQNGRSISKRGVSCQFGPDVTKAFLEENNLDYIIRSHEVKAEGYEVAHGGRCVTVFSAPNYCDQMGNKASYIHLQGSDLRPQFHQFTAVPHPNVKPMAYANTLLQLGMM
# procasp7 counter: activates human procaspase-7, counter-screen for procaspase-3 activators. P55210. recombinant procaspase-7, Ac-DEVD-pNA absorbance 405 nm; D23A/D198A/D206A triple mutant, cannot self-cleave; scale: DMSO 0, 5 µM enzyme 100. activation, % at 8.5 µM. 330,000 tested, 0.093% active;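 active = percent activation above the screen-wide mean plus 3 SD, cut at about 25% in these data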
#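 Assay system: Uncleavable procaspase-7 mutant enzyme | Input: 2 µM procaspase-7 mutant as dispensed | Timing: 1 h compound preincubation, 2 h substrate cleavage, 25 °C | Repeats: One well per compound | Control set: DMSO wells as 0%, DMSO with 5 µM added PC-7 as 100% | Technique: Epi-absorbance of released pNA at 405 nm, two timepoints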
# PAFAH2 inh: inhibitors of human PAFAH2. Q99487. recombinant PAFAH2, FP-rhodamine activity probe, fluorescence polarization. inhibition, % at 3.39 µM. 340,000 tested, 0.99% active;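 active = inhibition above the mean over all tested compounds plus 3 SD, cut at about 30% in these data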;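 note: inhibitors block probe labeling of enzyme so polarization drops; 0% = enzyme with DMSO and 100% = wells lacking PAFAH2 protein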
# TPT1 inhibitor: C. albicans TPT1 enzyme inhibition; recombinant caTPT1, FP RNA substrate dephosphorylation; inhibition, % at 5 µM; 300,000 tested, 0.81% active;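 active = inhibition above the mean of all tested compounds plus 3 SD, set per screening campaign, cut at about 24% in these data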;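 note: plate controls were DMSO alone for no effect and ferristatin control at 100 nM for full effect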
# Starred values were filed as active, the others as inactive; . = no result given; & = joins results of further samples.
SMILES,PP1 counter,procasp3 activ,HCV core dimer,AHR activator,Fh CTSL1 inh,PP5 primary,procasp7 counter,PAFAH2 inh,TPT1 inhibitor
O=C(Cn1cccc1)N1CCN(c2ccc(F)cc2)CC1,-4,0,0,0,-2,1.2,-4,8,-3
O=C(NCCCN1CCCCC1)c1ccc2c(=O)n(CCc3ccccc3)c(=O)[nH]c2c1,-1,3,-2,1,2,1.1,3,-10,-3
CCCCc1nc2cc(C(=O)N3CCNC(=O)C3)ccc2o1,-7,13,0,4,-4,-2.4,9,2,-2
N#Cc1ccc(COC(=O)c2cnc3ccccc3n2)cc1,2,1,-1,10,-3,1.7,2,8,1
O=C(COC(=O)c1cnccn1)NC1CCCc2ccccc21 (stereo unspecified),.,5,.,10,.,.,5,0,.
O=[N+]([O-])c1ccc(C2CC(c3ccccc3)=Nc3ccccc3S2)cc1 (stereo unspecified),4,-17,-8,15,-1,2.4,-24,3,-2
Cc1ccccc1C(=O)NC1CCN(C(=O)N2CCOCC2)CC1,-1,9,-1,-1,-1,1.0,-3,0,-2
O=C(c1c(F)c(F)c(F)c(F)c1F)N1CCN(c2cccc(C(F)(F)F)c2)CC1,-3,9,-7,0,1,2.1,-6,-6,-4
COc1ccc(C(=O)CSc2nnnn2C)c(OC)c1,-5,-6,-5,0,-3,2.1,10,8,3
CN(NC(=O)C(C)(C)C)c1nc(-c2ccccc2)nnc1C(F)(F)F,-3,-1,2,1,0,1.5,-10,2,-2
CCO[C@H]1OC(C(=O)O)=C[C@@H](C2CCCCC2)[C@@H]1CCCO,-2,4,0,0,-1,0.6,3,0,-3
COc1ccc(NC(=O)COC(=O)c2n[nH]c3ccccc23)c(OC)c1,-5,-4,.,23,.,-0.1,6,7,.
Clc1cnc(Nc2cccnc2)c(Cl)c1,-1,4,15,4,1,-0.2,3,-3,-2
O=S(=O)(c1ccc(F)cc1)N1CCN(c2ccc(-c3ccccc3)nn2)CC1,-2,8,7,-2,1,1.0,-7,6,0
COCCn1c(-c2ccc(OC)cc2)nc2oc3cc(OC)ccc3c(=O)c2c1=O,0,6,-1,12,-1,-0.1,-1,2,5
O=c1[nH]c2ccc(NC(=S)Nc3ccccc3)cc2[nH]1,-2,-11,-7,-1,0,0.1,-16,2,-3
C#CCSc1nnc(-c2ccccc2)c(=O)[nH]1,-16,-2,-9,0,-5,4.9,3,0,-2
COc1ccccc1C(=O)NC(=S)Nc1ccc(NC(=O)c2ccco2)cc1,-3,-4,5,5,3,0.8,-1,3,0
CCOC(=O)c1c(NC(=O)c2ccoc2C)sc(C)c1C,4,0,-6,0,2,1.2,0,7,2
O=C(CCc1ccccc1)NNC(=O)c1cc(Cl)ccc1O,1,-6,-3,1,-1,1.7,-13,16,0
CCc1nnc(NC(=O)C2CCCN(S(=O)(=O)c3ccc(OC)cc3)C2)s1 (stereo unspecified),2,-5,4,-1,1,1.2,6,9,-3
CS(=O)(=O)N(CC(=O)N1CCN(Cc2ccccc2)CC1)c1ccc(F)cc1,-7,10,-8,17,0,3.1,-3,8,0
O=C(CCc1nc2ccccc2s1)NC1CCOC1=O (stereo unspecified),1,-5,0,3,-1,1.5,-1,1,3
CCOc1ccc(NC(=O)COc2ccc(C(=O)NCCc3ccccc3)cc2)cc1,13,11,11,1,-1,2.3,10,1,-1
COc1cccc(/C=C2\CCCCC2=O)c1,2,-2,5,0,0,1.1,-2,-6,4

# Two entries drawn at random from the list so far, as already listed:
SMILES,PP1 counter,procasp3 activ,HCV core dimer,AHR activator,Fh CTSL1 inh,PP5 primary,procasp7 counter,PAFAH2 inh,TPT1 inhibitor
CCOC(=O)c1c(NC(=O)c2ccoc2C)sc(C)c1C,4,0,-6,0,2,1.2,0,7,2
COc1cccc(/C=C2\CCCCC2=O)c1,2,-2,5,0,0,1.1,-2,-6,4

# (further entries)
SMILES,PP1 counter,procasp3 activ,HCV core dimer,AHR activator,Fh CTSL1 inh,PP5 primary,procasp7 counter,PAFAH2 inh,TPT1 inhibitor
CCCCCN1C/C=C\C(c2ccc(OC)cc2)N(Cc2ccc(F)cc2)C(=O)C1 (stereo unspecified),0,0,4,-2,2,-1.0,7,6,2
CCOC(=O)NC(c1ccccc1)C1CCCCC1=O (stereo unspecified),-1,0,3,-3,-2,3.1,-7,5,-1
Cc1ccc(S(=O)(=O)NC(=O)Nc2c(C)n(C)n(-c3ccccc3)c2=O)cc1,-1,3,-3,0,3,-1.7,6,-4,-3
O=C(OCc1nnc(-c2ccccc2Br)o1)c1ccco1,.,0,.,1,.,.,7,53*,.
CCNC(=S)N=Nc1c(O)[nH]c2ccc(C(C)C)cc12,2,4,5,123*,2,0.6,-4,-5,1
O=C(COc1ncnc2sccc12)N1CCc2ccccc2C1,-4,-3,-2,-3,0,1.6,4,-7,-2
CC12COC3(C(=O)N4CCN(c5ccccn5)CC4)CC1CCC32C (stereo unspecified),-3,4,1,5,2,-0.7,3,11,0
CCN(C(=O)Cn1nnc(-c2ccccc2)n1)C1CCS(=O)(=O)C1 (stereo unspecified),0,-6,-1,-1,-2,-0.9,10,0,-1
COc1ccc(NC(=O)c2ccc(OC(=S)N(C)c3ccc(OC)cc3)cc2)cc1,-1,-3,19,7,6,-1.3,1,9,-4
O=C(C(=S)N1CCOCC1)c1c[nH]c2ccccc12,0,-7,-1,-1,2,-0.3,-8,-8,0
Cc1ccc(C)c(NC(=O)CN(C)C(=O)c2ccc(S(=O)(=O)N(C)c3ccccc3)cc2)c1,-1,5,.,-1,.,2.5,-5,12,.
Cc1csc(SCC(=O)Nc2ccc(S(=O)(=O)N3CCCC3)cc2)n1,-3,9,7,-1,-7,2.3,8,2,2
CCOC(=O)Cc1csc(NC(=O)c2ccc(S(=O)(=O)N3CCCCC3)cc2)n1,0,3,-2,11,1,1.8,1,4,-1
CC1C/C(=N/N=C2/NC(=O)CS2)CC(C)(C)C1 (stereo unspecified),-4,-5,-84,2,-4,1.2,2,-5,-2
CCOc1c(C)cc(-c2ncccc2O)cc1C,2&-4,4&-2,2&-10,12&40,1&-3,-3.2&3.7,4&3,-3&2,2&-3
CN(C)C(CNC(=S)Nc1ccc(F)cc1)c1cccnc1 (stereo unspecified),1,4,-1,3,-3,1.6,4,-5,2
C=CCNC(=O)c1ccccc1NC(=O)c1ccccc1C,-4,-3,-4,27,-1,1.4,9,6,2
CCc1cc(=O)oc2c(C)c(OC(C)C(=O)NCCCN3CCOCC3)ccc12 (stereo unspecified),-7,6,-4,2,5,0.7,0,1,-2
COc1ccccc1NC(=O)CSc1nn2c(=O)c(C)nnc2s1,-3,-2,-5,7,2,-1.1,0,-3,-5
Cc1cccc(NC(=O)CSc2ncnc3nc[nH]c23)c1,-4,7,5,5,-7,1.5,7,-2,-4
CCS(=O)(=O)Nc1ccc(C(=O)OC)cc1,-5,-3,0,1,1,-1.1,2,2,1
CC(=O)C1=C(O)C(=O)N(CCC(=O)O)C1c1ccccc1[N+](=O)[O-] (stereo unspecified),2,-15,1,12,1,-1.1,-21,8,0
CCCc1[nH]nc2c1C(CCC)C(C#N)=C(N)O2 (stereo unspecified),-2,-5,-5,-2,-6,0.5,4,-1,-12
COc1ccc(-c2nnc(N3CCOCC3)c3ccccc23)cc1,-9,-6,-16,-1,19*,3.6,2,1,-1
c1ccc2cc(CCCc3cc4ccccc4cn3)ncc2c1,-1,-5,.,12,.,1.1,2,8,.

# Additional compounds
SMILES,PP1 counter,procasp3 activ,HCV core dimer,AHR activator,Fh CTSL1 inh,PP5 primary,procasp7 counter,PAFAH2 inh,TPT1 inhibitor
C/C=C(/C)C(=O)Nc1cccc(C2=NOC3(C2)C[C@@H](C(N)=O)N(C(=O)CC(c2ccccc2)c2ccccc2)C3)c1 (stereo partly specified),8,0,1,1,-2,3.3,9,-2,-2
COc1cc(NC(=O)CCNC(=O)Cn2cnc3sc4c(c3c2=O)CCCC4)cc(OC)c1OC,0,4,-1,-4,-1,3.8,10,2,1
Cc1cccc(C)c1NC(=O)C1(N(C(=O)c2ccccn2)c2ccc(O)cc2)CCCCC1,5,-8,-5,2,1,0.6,-3,-2,7
Cc1ccc(NC(=O)c2cnn(-c3ccccc3)c2C)cc1C,3,-1,-4,-5,-5,4.4,3,1,-1
CC(=O)N/C(=C\c1ccccc1)C(=O)NC(C)C(=O)O (stereo unspecified),1,-5,0,-1,2,-0.8,5,0,0
COc1ccc(C(=O)NNC(=O)C2=NN(c3ccccc3)C(=O)CC2)cc1,5,5,-5,3,-10,2.8,5,2,-1
O=C(O)C1CSC2c3ccccc3C(=O)N12 (stereo unspecified),-2,-10,-1,-3,-2,-0.1,9,-2,0
Cc1cc(C)c(NC(=O)C2CC3CCC2C3)c(C)c1 (stereo unspecified),2,1,-19,3,-1,0.3,6,2,0
Cc1cccc(Nc2nc(NCCCN3CCOCC3)nc(N)c2[N+](=O)[O-])c1,0,-4,-1,2,4,3.3,-6,-4,0

# Limited to procasp3 activ and HCV core dimer, for some of the entries so far:
compound,procasp3 activ,HCV core dimer
CC(=O)N/C(=C\c1ccccc1)C(=O)NC(C)C(=O)O (stereo unspecified),-5,0
COc1ccc(C(=O)NNC(=O)C2=NN(c3ccccc3)C(=O)CC2)cc1,5,-5
O=C(O)C1CSC2c3ccccc3C(=O)N12 (stereo unspecified),-10,-1
Cc1cc(C)c(NC(=O)C2CC3CCC2C3)c(C)c1 (stereo unspecified),1,-19
Cc1cccc(Nc2nc(NCCCN3CCOCC3)nc(N)c2[N+](=O)[O-])c1,-4,-1

# Reformatted: results already given
# Screens in order: PP1 counter	procasp3 activ	HCV core dimer	AHR activator	Fh CTSL1 inh	PP5 primary	procasp7 counter	PAFAH2 inh	TPT1 inhibitor
- C/C=C(/C)C(=O)Nc1cccc(C2=NOC3(C2)C[C@@H](C(N)=O)N(C(=O)CC(c2ccccc2)c2ccccc2)C3)c1 (stereo partly specified)
→ 8	0	1	1	-2	3.3	9	-2	-2
- COc1cc(NC(=O)CCNC(=O)Cn2cnc3sc4c(c3c2=O)CCCC4)cc(OC)c1OC
→ 0	4	-1	-4	-1	3.8	10	2	1
- Cc1cccc(C)c1NC(=O)C1(N(C(=O)c2ccccn2)c2ccc(O)cc2)CCCCC1
→ 5	-8	-5	2	1	0.6	-3	-2	7
- Cc1ccc(NC(=O)c2cnn(-c3ccccc3)c2C)cc1C
→ 3	-1	-4	-5	-5	4.4	3	1	-1
- CC(=O)N/C(=C\c1ccccc1)C(=O)NC(C)C(=O)O (stereo unspecified)
→ 1	-5	0	-1	2	-0.8	5	0	0
